# PhoP GFP inhibition: PhoP regulon inhibitors, Salmonella typhi PhoP promoter GFP reporter, confirmatory (AID 1850). Salmonella Typhi PhoP-promoter GFP reporter, fluorescence, 4 h; higher % means a stronger effect. actives 0.33% (n = 310,000). one-dose inhibition, % at 50 µM; IC50 in µM for titrated hits; in the data active means a potency from the dose series; inconclusive means inhibition mostly from about 25% at the one dose, without a potency; inactive means the rest, 99 in 100 with inhibition below about 19%;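 further: 0% = induced wells with vehicle and 100% = uninduced wells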
# VEEV TC-83 Vero: inhibitors of VEEV TC-83 cytopathic effect, confirmation, Vero cells (AID 588727) | inhibition, % at 20 µM, or IC50 in µM where a hit was titrated | actives 0.13% (n = 350,000) | Vero cells, VEEV TC-83 cytopathic effect inhibition; higher % means a stronger effect; in the data active means a potency from the dose series; inconclusive means inhibition mostly from about 14% at the one dose, without a potency; inactive means the rest, 99 in 100 with inhibition below about 12%; further: strong numbers were not always called active
# M. tuberculosis: growth inhibition of non-replicating M. tuberculosis (AID 488890) | actives 0.39% (n = 320,000) | inhibition, % at 25 µM; hits with a dose series show IC50 in µM | Mycobacterium tuberculosis non-replicating, growth inhibition; higher % means a stronger effect; in the data active means a potency from the dose series; inconclusive means inhibition mostly from about 82% at the one dose, without a potency; inactive means the rest, 99 in 100 with inhibition below about 76%;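 further: plate controls were DMSO cells for no effect and high antibiotic wells for full effect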
# M. tuberculosis HTS: M. tuberculosis growth inhibition, HTS (AID 449762); M. tuberculosis H37Rv growth inhibition, 7H9 media; higher % means a stronger effect; inhibition, % at 25 µM; hits with a dose series show IC50 in µM; actives 0.59% (n = 330,000); in the data active means a potency from the dose series; inconclusive means inhibition above about 70% without an active follow-up result;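 further: bacterial growth assessed after seven days of incubation; strong numbers were not always called active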
# influenza NS1A: H1N1 influenza NS1A inhibitors, functional cell based assay (AID 504329); NS1A functional cell-based assay, percent inhibition; higher % means a stronger effect; inhibition, % at 12.5 µM; hits with a dose series show IC50 in µM; actives 0.3% (n = 340,000); in the data active means a potency from the dose series; inconclusive means inhibition above about 27% without an active follow-up result; further: strong numbers were not always called active
# VEEV TC-83 Vero 10K pilot screen: further read-out of VEEV TC-83 Vero, marked with its call; inhibition, %; measured here: 10K pilot screen inhibition
# An asterisk follows results filed as active; i = inactive; ? = inconclusive; nt = not tested or not shown.
SMILES,PhoP GFP inhibition,VEEV TC-83 Vero,M. tuberculosis,M. tuberculosis HTS,influenza NS1A,others
CCOc1ccc(C(=O)NCC(=O)OCC(=O)N2CCCC2)cc1,-17%,i,3%,9%,-3%,
CN(CC(=O)NCC1CCCO1)S(=O)(=O)c1ccc(Br)cc1 (configuration not stated),-6%,2.4%,-1%,-21%,10%,
O=C1CCCc2cc3c(cc21)CCCC3,nt,0.8%,nt,nt,-1%,
CN(C)Cc1c(C(=O)N/N=C/c2ccc(OCc3ccc(F)cc3)cc2)nnn1-c1nonc1N,-4%,0.9%,11%,8%,-18%,
O=C(COC(=O)c1ccccc1OCc1ccccc1Cl)NC1CC1,19%,i,2%,3%,0%,
CCCCC(=O)NC(c1ccc(N(CC)CC)cc1)c1ccc2cccnc2c1O (configuration not stated),-4%,8.0%,-24%,-2%,12%,
COc1ccc(OCc2n[nH]c(=S)n2Cc2ccco2)cc1,7%,1.1%,-8%,8%,-2%,
CC(=O)N1CCc2cc(C(=O)CN3CCN(c4cccc(Cl)c4)CC3)ccc21,1%,i,29%,-3%,6%,
C/C(=N\Nc1cc(C)nc(-c2ccccc2)n1)c1cccc([N+](=O)[O-])c1,-12%,8.9%,6%,7%,5%,
Cc1ccccc1CS(=O)(=O)Cc1ccc(C(=O)N2CCOCC2)o1,-6%,1.2%,5%,-5%,0%,
CN(C(=O)OC(C)(C)C)c1ccc(-c2nc3ccccc3s2)cc1,1%,0.1%,26%,66%,3%,VEEV TC-83 Vero 10K pilot screen=1.1
O=C1NC(=Nc2ccc(Cl)cc2)SC1Cc1cccc(Cl)c1Cl (configuration not stated),-4%,1.2%,64%,8%,5%,

# Random excerpt: six entries already listed.
SMILES,PhoP GFP inhibition,VEEV TC-83 Vero,M. tuberculosis,M. tuberculosis HTS,influenza NS1A,others
CCOc1ccc(C(=O)NCC(=O)OCC(=O)N2CCCC2)cc1,-17%,i,3%,9%,-3%,
CN(C)Cc1c(C(=O)N/N=C/c2ccc(OCc3ccc(F)cc3)cc2)nnn1-c1nonc1N,-4%,0.9%,11%,8%,-18%,
CN(CC(=O)NCC1CCCO1)S(=O)(=O)c1ccc(Br)cc1 (configuration not stated),-6%,2.4%,-1%,-21%,10%,
O=C1CCCc2cc3c(cc21)CCCC3,nt,0.8%,nt,nt,-1%,
COc1ccc(OCc2n[nH]c(=S)n2Cc2ccco2)cc1,7%,1.1%,-8%,8%,-2%,
CN(C(=O)OC(C)(C)C)c1ccc(-c2nc3ccccc3s2)cc1,1%,0.1%,26%,66%,3%,VEEV TC-83 Vero 10K pilot screen=1.1

# Remaining list, next part.
SMILES,PhoP GFP inhibition,VEEV TC-83 Vero,M. tuberculosis,M. tuberculosis HTS,influenza NS1A,others
CC(=O)C1=C(c2ccccc2)N(C(C)=O)n2c(C)nnc2S1,-4%,5.6%,-29%,1%,-6%,
Nc1ccc2nc(-c3ccccc3)[nH]c2c1,-7%,0.5%,6%,-3%,9%,
O=[N+]([O-])c1cc(-c2ccccc2)cc([N+](=O)[O-])c1O,nt,0.6%,nt,nt,6%,
Cc1cc2ncn(S(=O)(=O)c3ccc(F)cc3)c2cc1C,-1%,0.9%,7%,5%,0%,
CCn1c(=O)c2c3c(sc2n2c(=S)[nH]nc12)CCC3,-28%,0.2%,1%,6%,7%,
COCCCn1c(-c2ccc(OC)cc2)nc2c1c(=O)[nH]c(=O)n2Cc1ccccc1,-1%,1.6%,-7%,5%,2%,
CC(=O)Nc1ccc(SCC(=O)Nc2sccc2C#N)cc1,6%,2.5%,-15%,-3%,-9%,
Cc1ccc2c(c1)C(c1ccccc1)N(C(=O)C(C)C)CC(=O)N2 (configuration not stated),nt,0.5%,nt,nt,5%,
O=C(Nc1ccc(Cl)cc1Cl)c1cc2ccccc2o1,-8%,i,48%,2%,18%,
Cc1ccc(-c2nn(Cc3ccccc3)cc2C=O)cc1,-9%,0.3%,39%,0%,-8%,
CC(=O)/C(=N\Nc1ccccc1)Oc1ccc([N+](=O)[O-])cc1,-1%,5.9%,8%,1%,10%,
COCCOC(=O)C1=C(N)Oc2c(oc(CO)cc2=O)C1c1c(F)cccc1Cl (configuration not stated),3%,2.3%,6%,-8%,9%,
CC(=O)Nc1ccc(NC(=O)C2CC(=O)N(c3ccccc3Cl)C2)cc1 (configuration not stated),4%,0.7%,-3%,10%,-5%,
N#Cc1cc([N+](=O)[O-])ccc1Oc1ccc(-c2nnco2)cc1,12%,2.6%,-4%,6%,5%,
Cc1cc(C)c(C)c(S(=O)(=O)NCCCN2CCOCC2)c1C,-11%,0.2%,0%,-5%,nt,
Cc1ccc(-c2nnn(CC(=O)N(Cc3ccc(F)cc3)C(C(=O)NC3CCCC3)c3ccncc3)n2)o1 (configuration not stated),-10%,i,18%,14%,11%,
Cc1ccccc1OC(=O)c1cccc(S(=O)(=O)N2CCN(C)CC2)c1,nt,i,14%,0%,-1%,
Cc1ccc(C2=NN(C(=O)CSc3nc4ncc(Cl)cc4[nH]3)C(c3ccco3)C2)cc1 (configuration not stated),-5%,3.9%,50%,1%,-5%,
COc1cc(OC)cc(C(=O)NC(=S)Nc2cc3oc4ccccc4c3cc2OC)c1,-9%,4.0%,1%,3%,0%,
Cc1cc(=O)n(C)c(=O)n1CCCCOc1cccc([N+](=O)[O-])c1,-7%,0.7%,-5%,8%,-5%,
Cn1c(-c2ccc3c(c2)OCO3)c(C(=O)O)c(=O)c2ccccc21,1%,0.3%,-14%,-6%,-7%,
O=S(=O)(NCCc1ccncc1)c1ccc(Br)cc1,-10%,0.7%,21%,0%,-4%,
CCC(C)[C@H](NC(=O)[C@H](Cc1ccccc1)n1c(=O)[nH]c2ccccc2c1=O)C(=O)N1CCC(C(=O)O)CC1 (some centres not stated),1%,0.8%,-2%,-6%,0%,
COc1cccc(NC(=O)CCc2c(C)nc3nc(CNC(=O)c4cccc(F)c4)nn3c2C)c1,6%,2.2%,9%,4%,3%,

# Brought forward from above: five compounds; new compounds follow.
SMILES,PhoP GFP inhibition,VEEV TC-83 Vero,M. tuberculosis,M. tuberculosis HTS,influenza NS1A,others
Cc1cc(=O)n(C)c(=O)n1CCCCOc1cccc([N+](=O)[O-])c1,-7%,0.7%,-5%,8%,-5%,
Cn1c(-c2ccc3c(c2)OCO3)c(C(=O)O)c(=O)c2ccccc21,1%,0.3%,-14%,-6%,-7%,
O=S(=O)(NCCc1ccncc1)c1ccc(Br)cc1,-10%,0.7%,21%,0%,-4%,
CCC(C)[C@H](NC(=O)[C@H](Cc1ccccc1)n1c(=O)[nH]c2ccccc2c1=O)C(=O)N1CCC(C(=O)O)CC1 (some centres not stated),1%,0.8%,-2%,-6%,0%,
COc1cccc(NC(=O)CCc2c(C)nc3nc(CNC(=O)c4cccc(F)c4)nn3c2C)c1,6%,2.2%,9%,4%,3%,
CCCn1nc2cc(C(=O)NCc3ccccc3)ccc2c1OCC,5%,2.3%,10%,0%,8%,
CC(C)c1nnc(NC(=O)CCC(=O)NC2CCCCCC2)s1,5%,7.1%,-6%,6%,-3%,
O=C(NCCNC(=O)c1ccccc1)c1ccccc1,11%,0.3%,-4%,-12%,-7%,
Cc1nc2sc(C(c3ccc(F)cc3)N3CCN(C(=O)c4ccco4)CC3)c(O)n2n1 (configuration not stated),-4%,1.7%,-8%,6%,-4%,
COc1ccc(-c2[nH]ncc2CN2CCCOc3c(cccc3OC)C2)c(OC)c1,2%,0.4%,38%,9%,13%,VEEV TC-83 Vero 10K pilot screen=0.0
CCOc1cc(CNCCCN2CCOCC2)cc(Br)c1OCC(=O)Nc1cccc(C(F)(F)F)c1,85µM*,i,?,22µM*,-9%,
CCC(C)NS(=O)(=O)c1ccc(NC(=O)c2c(-c3ccccc3)noc2C)cc1 (configuration not stated),-2%,4.2%,19%,-1%,5%,
CCOc1ccccc1C1NC(=O)c2ccccc2O1 (configuration not stated),-5%,0.5%,-1%,-4%,24%,
CCc1ccc(OCc2n[nH]c(=S)n2Cc2ccccc2)cc1,-6%,1.3%,-25%,7%,-2%,
O=C(c1ccc(CS(=O)Cc2ccc(Cl)cc2)o1)N1CCN(c2ccccc2F)CC1 (configuration not stated),4%,2.3%,6%,-6%,-10%,
c1ccc(OCc2nc(-c3ccncc3)no2)cc1,3%,1.8%,18%,4%,-5%,
O=c1c2sccc2nc(SCc2cc(=O)n3cc(Cl)ccc3n2)n1-c1ccc(F)cc1,10%,i,-19%,13%,-7%,VEEV TC-83 Vero 10K pilot screen=6.3
O=C(Nc1ccccn1)c1ccc(S(=O)(=O)N2CCCC2)cc1,1%,6.4%,-4%,-10%,-1%,
COc1cc2sc(C)nc2cc1C,-1%,i,4%,5%,1%,
O=C(NCCC1=CCCCC1)C1CCN(c2nnc(-n3cccc3)s2)CC1,-21%,4.2%,nt,-4%,4%,
Cc1cc(O)ccc1Nc1nc(-c2cccnc2)cs1,3%,2.0%,66%,-3%,0%,
CCOc1ccccc1C1CC(c2cccs2)=NN1S(C)(=O)=O (configuration not stated),6%,9.6%,3%,-4%,nt,
COc1ccccc1C(=O)N(Cc1nc(-c2ccc(Cl)cc2)no1)C(C)C,-3%,1.7%,30%,4%,2%,
Cc1nn(CC(=O)NC2CCS(=O)(=O)C2)c(C)c1[N+](=O)[O-] (configuration not stated),nt,2.4%,-5%,0%,4%,
NS(=O)(=O)c1ccc(CNc2ncnc3sccc23)cc1,1%,0.8%,1%,-2%,7%,
O=c1c(Cl)c(NCCO)ncn1-c1ccccc1,-21%,i,1%,5%,1%,
O=C(NCC1CCCO1)c1cccc(S(=O)(=O)Nc2ccc(F)cc2)c1 (configuration not stated),nt,0.9%,-2%,-9%,-6%,
Cn1c(=O)c2c(nc(OC3CCCC3)n2C)n(C)c1=O,nt,0.1%,nt,nt,-23%,
Cc1csc(=S)n1-c1ccccc1,4%,0.7%,-6%,-5%,-6%,
COC(=O)c1cc(NC(=O)COC(=O)C2COc3ccccc3O2)cc(C(=O)OC)c1 (configuration not stated),nt,1.7%,5%,7%,0%,
O=C1C2C3C=CC(C2C(=O)N1c1cccc(O)c1)C1C2C(=O)N(c4cccc(O)c4)C(=O)C2C31 (configuration not stated),-11%,1.1%,13%,-1%,-3%,
CCOc1ccc(/C=C2\SC(=S)N(C(C(=O)O)c3ccccc3)C2=O)cc1OC (configuration not stated),2%,0.5%,37%,6%,3%,
CC(C)c1ccc(OCC(=O)N(c2ccccn2)C2CCCCC2)cc1,-2%,1.7%,17%,7%,0%,
CC(C)(C)NC(=O)CSc1nc(-c2ccc(F)cc2)cs1,3%,0.1%,5%,4%,3%,
CN(C)CCCNC1=CC(=O)OC12CCCCC2,-9%,i,-19%,2%,-16%,
Cc1cc(NC(=O)c2cccc(N3C(=O)CCC3=O)c2)no1,3%,0.1%,7%,-4%,0%,
Clc1ccc(-c2cn3cccnc3n2)cc1Cl,0%,2.2%,-3%,-8%,7%,
CN(C)c1nc(N)nc(/C(C#N)=C/C2CC3C=CC2C3)n1 (configuration not stated),9%,1.8%,2%,-3%,3%,
COc1cc(CNc2nc(C)c([N+](=O)[O-])c(C)c2C#N)cc(OC)c1,-24%,2.3%,-9%,-2%,2%,
CCOC(=O)N1CCN(c2cc(C)nc3nc(C)nn23)CC1,9%,3.2%,1%,-1%,-2%,
CCOP(=S)(OCC)N1CC1,nt,i,nt,nt,-1%,

# Among those listed so far, these have bromine.
SMILES,PhoP GFP inhibition,VEEV TC-83 Vero,M. tuberculosis,M. tuberculosis HTS,influenza NS1A,others
CN(CC(=O)NCC1CCCO1)S(=O)(=O)c1ccc(Br)cc1 (configuration not stated),-6%,2.4%,-1%,-21%,10%,
O=S(=O)(NCCc1ccncc1)c1ccc(Br)cc1,-10%,0.7%,21%,0%,-4%,
CCOc1cc(CNCCCN2CCOCC2)cc(Br)c1OCC(=O)Nc1cccc(C(F)(F)F)c1,85µM*,i,?,22µM*,-9%,

# Returning to the listing, repeating the 2 entries before the break.
SMILES,PhoP GFP inhibition,VEEV TC-83 Vero,M. tuberculosis,M. tuberculosis HTS,influenza NS1A,others
CCOC(=O)N1CCN(c2cc(C)nc3nc(C)nn23)CC1,9%,3.2%,1%,-1%,-2%,
CCOP(=S)(OCC)N1CC1,nt,i,nt,nt,-1%,
CC(SC(=S)N1CCCC1)C(=O)O (configuration not stated),-7%,1.1%,-10%,-4%,nt,
O=C1CCCc2c1cc(C(=O)O)c(=O)n2-c1ccccc1,-11%,i,2%,-4%,-3%,
CC(C)N(C)CCOC(=O)c1ccc2c(c1)OCCO2,0%,0.7%,-7%,-8%,-14%,
COc1ccc(C(=O)Nc2cc(OC)nc(OC)n2)cc1,-22%,0.4%,0%,1%,0%,VEEV TC-83 Vero 10K pilot screen=0.8
COc1ccc(C(=O)c2ccc(OC)c(N)c2)cc1N,-2%,1.6%,8%,2%,-3%,
Cn1c(CSc2nc3ccccc3s2)nnc1SCC(=O)NCc1ccccn1,-6%,i,0%,1%,1%,
